Bioassay records (PubChem)
rCAG RNA binder: binders of r(CAG) RNA repeats, primary screen, biochemical, fluorescence. r(CAG) RNA repeat, TO-PRO-1 dye displacement fluorescence. inhibition, % at 3 µM. actives 1.3% (n = 370,000). AID 651821, 2012;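 active = inhibition above the plate cutoff, the mean of all test compounds on that plate plus 3 SD, cut at about 35% in these data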;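 also: 0% = DMSO alone and 100% = 100 µM mitoxantrone as full dye displacement; higher means more dye released from RNA so lower well fluorescence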
MBD2 inh: inhibitors of MBD2 binding to methylated DNA, primary screen, biochemical, TR-FRET, DNA-binding domain, human. inhibition, % at 4.4 µM. MBD2 binding to methylated oligonucleotide. actives 0.31% (n = 370,000). Methyl-CpG-binding domain protein 2 (Homo sapiens), Q9UBB5; in the data active = inhibition above about 13%
LEDGF integ inh: blockers of LEDGF/p75-dependent integrase strand transfer – biochemical, TR-FRET, high throughput, primary screen; HIV-1 integrase (with human LEDGF/p75); TR-FRET IN-LEDGF/p75 DNA integration, Eu/Cy5; inhibition, % at 3.7 µM; actives 0.64% (n = 370,000); AID 743269, 2014;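 active = inhibition above the screen-wide mean plus 3 SD, cut at about 13% in these data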;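 also: signal is the Cy5 over europium emission ratio at 671 and 618 nm; 0% = plate median of compound wells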
HTRA1 inhibitor: HTRA1 serine protease inhibitors, primary screen, biochemical, fluorescence polarization, HTS. actives 0.5% (n = 340,000). recombinant HTRA1, FP-rhodamine activity-based probe. Q92743. AID 504803, 2011. inhibition, % at 5.96 µM; in the data active = inhibition above about 36%;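 also: 0% = enzyme with DMSO and 100% = wells lacking enzyme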
NR1D1 modulator: modulators of Rev-erb alpha DNA binding, primary screen, biochemical, FITC-DNA, fluorescence polarization, uHTS. activity, % at 10 µM. Nuclear receptor subfamily 1 group D member 1 (Homo sapiens), P20393. Rev-erbα–FITC-DNA binding, 90 min. actives 0.79% (n = 370,000);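 active = activity above about 14%, limit read from the data; passing the limit was not always enough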;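 also: 0% = DMSO wells with 35 nM protein and 100% = DMSO wells with 750 nM protein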
Target sequence (P20393 whole entry, looked up): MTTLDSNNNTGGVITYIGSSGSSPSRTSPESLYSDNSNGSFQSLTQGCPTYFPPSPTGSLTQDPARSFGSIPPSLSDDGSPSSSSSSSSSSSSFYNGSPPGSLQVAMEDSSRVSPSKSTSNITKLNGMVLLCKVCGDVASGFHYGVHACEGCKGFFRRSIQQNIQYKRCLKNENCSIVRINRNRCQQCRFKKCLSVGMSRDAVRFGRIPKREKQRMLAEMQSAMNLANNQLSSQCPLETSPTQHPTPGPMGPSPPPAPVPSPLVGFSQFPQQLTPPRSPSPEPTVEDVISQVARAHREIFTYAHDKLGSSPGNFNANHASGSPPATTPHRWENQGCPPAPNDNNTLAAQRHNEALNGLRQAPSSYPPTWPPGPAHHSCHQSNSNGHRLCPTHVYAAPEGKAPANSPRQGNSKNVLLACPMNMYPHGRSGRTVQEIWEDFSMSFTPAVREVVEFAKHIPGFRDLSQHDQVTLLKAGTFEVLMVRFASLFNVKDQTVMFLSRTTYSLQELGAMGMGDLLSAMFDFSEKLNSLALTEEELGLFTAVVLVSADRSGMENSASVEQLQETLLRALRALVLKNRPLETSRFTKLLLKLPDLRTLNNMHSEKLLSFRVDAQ
mABHD4 FP: ABHD4 inhibitors, primary screen, biochemical, fluorescence polarization, mouse. purified mABHD4, FP-Rh probe fluorescence polarization. (Lyso)-N-acylphosphatidylethanolamine lipase (Mus musculus), Q8VD66. AID 720543, 2013. actives 0.54% (n = 370,000). inhibition, % at 8.92 µM;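 active = inhibition exceeding the mean over every tested compound plus 3 SD, cut at about 30% in these data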;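 also: 0% = plate median of compound wells and 100% = S159A mutant with DMSO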
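Assay system: mouse ABHD4 enzyme, wild type / Also added: fluorescent activity-based probe FP-Rh / Doses: single nominal dose of 8.92 µM, 0.89% DMSO final / Timing: 45 min compound pre-incubation plus 60 min probe step, 25 °C / Signal: FP readout, ex 525 nm / em 598 nm / Control set: S159A mutant/DMSO as 100%, compound-well median as 0%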
PRMT1 inh: PRMT1 methyltransferase inhibitors, primary screen, biochemical, fluorescence polarization | Protein arginine N-methyltransferase 1 (Homo sapiens), Q99873 | recombinant PRMT1, activity-based probe fluorescence polarization | inhibition, % at 2.79 µM | actives 1.3% (n = 370,000) | AID 652257, 2013;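 active = inhibition above about 21% made by adding two undisclosed values, limit read from the data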
Target sequence (Q99873 whole entry, looked up): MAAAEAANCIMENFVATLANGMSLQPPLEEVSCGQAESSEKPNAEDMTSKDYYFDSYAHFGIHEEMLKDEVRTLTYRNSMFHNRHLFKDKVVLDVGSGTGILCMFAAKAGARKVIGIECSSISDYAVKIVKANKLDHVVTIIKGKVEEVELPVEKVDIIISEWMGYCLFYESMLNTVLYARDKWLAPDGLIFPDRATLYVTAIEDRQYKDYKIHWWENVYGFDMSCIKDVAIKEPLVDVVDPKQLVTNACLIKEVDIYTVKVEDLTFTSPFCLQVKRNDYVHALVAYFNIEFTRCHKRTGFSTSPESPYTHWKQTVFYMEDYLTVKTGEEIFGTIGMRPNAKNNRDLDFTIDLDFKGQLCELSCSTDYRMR
PG9 Ab binder: binders of HIV-1 gp120 antibody PG9, primary screen, biochemical, TR-FRET. inhibition, % at 6.7 µM. HIV-1 gp120 / PG9 antibody interaction. actives 0.43% (n = 360,000). AID 624416, 2012. TR-FRET gp120-PG9 antibody binding; in the data active = inhibition above about 8.5%
TCR CD3 inh: inhibitors of human TCR-CD3 interaction, primary screen, biochemical, fluorescence, TAMRA-labeled TCR probe. inhibition, % at 9.4 µM. actives 0.37% (n = 360,000). T-cell receptor (TCR). AID 651800, 2012; in the data active = inhibition above about 19%;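 also: recombinant mutant TCR 2C K166C tagged with TAMRA read by polarization; 0% = receptor in buffer alone and 100% = receptor with positive control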
UHRF1 binding: UHRF1 methylated DNA binding inhibitors, primary screen, counter-screen for MBD2 inhibitor project, biochemical, TR-FRET, human UHRF1, single concentration | E3 ubiquitin-protein ligase UHRF1 (Homo sapiens), Q96T88 | UHRF1 binding to methylated oligo | actives 0.75% (n = 370,000) | inhibition, % at 4.4 µM; in the data active = inhibition above about 21%;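 also: UHRF1 SRA domain binding a hemimethylated CpG hairpin DNA probe; 0% = median of test compound wells and 100% = reference inhibitor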
* hit, by the source's call; · = not tested or not shown. This is a subset; the hit share may differ from the screen's.

SMILES	rCAG RNA binder	MBD2 inh	LEDGF integ inh	HTRA1 inhibitor	NR1D1 modulator	mABHD4 FP	PRMT1 inh	PG9 Ab binder	TCR CD3 inh	UHRF1 binding
O=C(Nc1ccccc1Cl)C1CCCN(c2ncnc3c2nc2n3CCCCC2)C1 (stereo not drawn)	-6	6	-3	-6	-2	-3	3	0.5	0	12
COC(=O)C1=C(C)N(CC2CC2)C(=NCc2cccc(Cl)c2)N[C@H]1c1ccccc1	6	-3	-1	-17	0	12	0	2.7	-3	1
CC(C)C[C@H](NC(=O)NCc1ccc(Cl)cc1)C(=O)O	1	-1	-1	4	-3	-1	-2	1.0	5	-2
COc1cc(/C(C)=N\NC(N)=S)cc(OC)c1OC	0	2	2	-3	-2	1	0	-0.5	-1	1
COCC1CCCCN1C(=O)c1cc(COc2ccc(C)c(C)c2)on1 (stereo not drawn)	-2	-4	1	-4	3	-2	-2	-1.1	1	0
CC1(C(=O)O)CCCN1C(=O)c1ccco1 (stereo not drawn)	2	0	0	·	-4	-5	1	0.6	-8	1
COc1ccc(NC(=O)c2cc3c(Cl)nc4ccccc4c3s2)c(OC)c1	2	-6	2	-5	-31	-1	-1	-1.6	3	-1
O=c1c([N+](=O)[O-])c(N2CCOCC2)c2ccccc2n1Cc1ccccc1	2	-3	4	-4	-5	-5	-3	1.5	9	-1
CCC(C)n1cnc2c(c1=O)c1nc3ccccc3nc1n2Cc1ccccc1OC (stereo not drawn)	1	-2	0	-4	1	-7	3	0.1	3	-1
CCOC(=O)c1cnc2c(-c3ccccc3)cnn2c1C	-1	3	-1	-9	-2	-3	-4	-0.6	1	0
O=[N+]([O-])c1cccc(C2NCC(c3ccccc3Cl)c3c2[nH]c2ccccc32)c1 (stereo not drawn)	6	3	-3	-31	4	-9	-2	0.1	-1	-1
CCOc1ncccc1C(=O)Nc1cc(S(=O)(=O)N2CCOCC2)ccc1OCC(F)(F)F	2	1	1	-5	31*	5	2	0.2	-11	1
O=C(NCC1CCCO1)C12CN(Cc3ccccc3)CC1C(c1cccc([N+](=O)[O-])c1)=NO2 (stereo not drawn)	-4	3	-1	-2	4	10	-1	-0.7	9	-2
O=C(Cc1ccccc1)NC(NNc1ccccc1)(C(F)(F)F)C(F)(F)F	-6	1	4	-6	1	3	4	0.5	-6	-1
Fc1ccccc1CSc1nnc(-c2cnccn2)n1Cc1ccco1	-5	0	-4	-3	4	0	0	-0.6	2	-2
Cc1nn(CC(O)Cn2cnc3c2c(=O)n(C)c(=O)n3C)c(C)c1Br (stereo not drawn)	-2	0	-5	3	-4	-5	4	-1.9	-8	-1
CC(C)(C)OC(=O)C1=C(CO)CS[C@@H]2[C@H](NC(=O)Cc3ccccc3)C(=O)N12	3	9	-4	4	9	9	10	0.6	-3	8
CCCCN(C(=O)C1=COCCO1)c1c(N)n(Cc2ccccc2)c(=O)[nH]c1=O	2	1	-3	-3	3	-1	2	-0.2	-8	2
O=C1CC(=C(c2ccccc2)c2ccccc2)C(=O)N1CCCCN1CCN(c2cccc(Cl)c2)CC1	6	-1	-8	-18	1	2	-6	-0.3	1	3
COc1ccc(C(=O)N2CCC(O)(c3ccc(Cl)cc3)CC2)cc1OC	-2	1	-5	1	-2	12	-1	0.2	-7	1
O=C(CSc1nc2ccccc2n1CCc1ccccc1)N1CCOCC1	3	-4	0	-1	-1	-5	4	0.2	-7	1
CN(Cc1ccccc1)C(=O)COC(=O)CN1C(=O)c2ccccc2C1=O	-3	-1	0	1	-6	-3	-2	-4.0	-6	0
CCOC(=O)c1ccc(NC(=O)CCc2c(C)nc3ncnn3c2C)cc1	1	2	2	6	-4	-11	4	2.4	-3	4
COc1cc(/C=N/NC(=O)C(=O)NCc2ccco2)ccc1O	-2	0	0	-2	1	7	-4	-1.2	4	0
Cc1ccc(CN(C(=O)COc2ccc(Br)cc2)C2CCS(=O)(=O)C2)o1 (stereo not drawn)	-7	4	-1	-2	4	-1	4	-0.2	1	3
CCOc1cc(N2CCOCC2)c(OCC)cc1NS(=O)(=O)c1ccc2c(c1)CC(=O)N2	14	1	-2	-4	1	13	0	1.2	-6	-3
O=C(N1CCc2[nH]c3ccccc3c2C1)C(F)(F)F	-2	-3	-4	0	1	3	2	-2.4	-6	-3
Cc1ccc2c(C)c(C(=O)NCc3ccc(S(N)(=O)=O)cc3)oc2c1	2	2	1	0	4	-10	0	-2.3	6	-5
COc1cc2cc(C(N)=O)c(N)nc2cc1OC	2	3	-1	1	-1	-3	-1	2.9	2	0
NC(=O)COC(=O)c1ccccc1SCC(=O)NC1CCCCCC1	-3	-2	9	7	4	-3	0	-2.0	1	0
CCOC(=O)c1c(C)[nH]c(C)c1C(=O)COC(=O)C1CCCN1S(=O)(=O)c1ccccc1F (stereo not drawn)	-4	-1	1	1	3	2	0	-0.7	-6	-3
COc1cc(OC)cc(C(=O)NCc2nc(-c3ccccc3)no2)c1	-2	2	0	-9	1	-1	0	0.1	1	-1
O=C(Nc1ccc(Br)cn1)c1cccc2c1-c1ccccc1C2=O	4	4	1	-4	7	-8	-1	2.6	-1	1
Cc1ccc(CNC(=O)C2CCCN2C(=O)NCc2ccccc2)cc1 (stereo not drawn)	-2	1	-1	6	3	4	-1	-1.0	-6	-1
Cc1ccc(C(=O)N2CCCCC2)cc1S(=O)(=O)N1CCCC1	-6	4	1	2	0	-6	-1	0.8	9	-2
O=C(CCCN1C(=O)c2ccccc2C1=O)Oc1ccc(Cl)cc1	-9	-3	-2	17	0	-1	-3	0.9	3	-1
CN1CCN(C(=S)NC(=O)c2ccc(S(=O)(=O)N3CCOCC3)cc2)CC1	1	1	-2	1	-1	4	3	0.2	-3	1
O=C(O)C1C2C=CC(O2)C1C(=O)NCCc1cccc(Cl)c1 (stereo not drawn)	0	-1	3	6	2	1	6	1.5	10	-1
COc1ccc(CCNC(=O)[C@@H](NC(=O)c2ccccc2F)C(C)C)cc1OC	-5	-2	0	0	-1	3	-3	-0.8	4	-2
O=Cc1ccccc1Oc1ccccc1	2	0	2	-2	-4	-1	-2	1.9	1	0
COc1ccc(-c2csc(C)n2)cc1Br	-2	1	2	-5	-1	-8	-5	-0.9	4	-3
Cc1ncc(CN2CCC(CO)(CCOc3ccccc3)CC2)s1	-4	-3	4	-6	-5	-10	2	2.0	-5	6
COc1cc(CCC(=O)OCc2ccccc2C#N)cc(OC)c1OC	2	-3	1	2	-1	4	-1	-1.1	-4	0
CN(C)S(=O)(=O)c1cccc(C(=O)N/N=C\c2ccc(-c3ccccn3)cc2)c1	2	3	-3	·	-1	-3	2	·	·	-1
O=C(CN(Cc1ccco1)C(=O)c1ccc(F)cc1F)Nc1ccccc1C(F)(F)F	5	0	1	0	-2	2	8	1.1	0	-1
O=C(O)c1ccccc1C(=O)NNc1ccc(Cl)cc1Cl	1	4	1	7	2	-1	-3	-0.9	3	-4
CN(C)c1ccc(C(=O)OCC(=O)NCC2CCCO2)cc1 (stereo not drawn)	-2	4	5	-1	-2	-2	-2	-3.2	-10	6
COc1ccc(-c2nnn(-c3ccc(Cl)cc3Cl)c2N)cc1	1	-2	5	-3	-4	-9	-4	0.8	0	-1
COc1ccc(NC(=O)COC(=O)[C@@H]2CCCN2C(=O)c2cccs2)cc1	-1	4	-1	-7	-1	-4	-3	-0.2	2	-2
COc1ccc(CCN(C)c2ccc(S(=O)(=O)N3CCCC3)cn2)cc1OC	-4	-4	-2	-2	-6	3	0	0.8	8	-1
Cc1nc2c(C)cccc2c2c1CCS2	-2	-1	3	-2	7	-3	-2	0.8	2	0
COc1ccc(CNS(=O)(=O)c2ccc(-c3cc(C)no3)cc2)cc1	0	0	0	-1	0	-1	-6	-3.6	-6	0
COc1ccc(C(=O)N(C)CC2CCN(CCc3cccc(C(F)(F)F)c3)CC2)cc1C	-10	4	0	3	0	5	-2	-1.6	-3	0
Cc1cccc(C(CC(=O)N2CCCCC2)c2ccccc2)c1O (stereo not drawn)	-7	1	1	-5	-2	7	-3	1.5	4	1
O=C(Nc1cc(S(=O)(=O)N2CCOCC2)ccc1OCC(F)(F)F)c1ccc(N2CCCC2=O)cc1	0	-2	1	-5	4	-5	-1	-1.1	-1	2
CCOc1cc2[nH]c(=O)n(CCCCCC(=O)NC3CCCC3)c(=O)c2cc1OCC	-4	-4	4	2	5	-12	-4	-1.2	-3	1
Cc1cccc(C)c1NC(=O)CS(=O)CC(=O)NCC1OCCc2ccccc21 (stereo not drawn)	-2	0	3	-12	4	1	1	0.2	7	-1
Oc1ccc(-c2csc(Nc3ncccn3)n2)cc1O	32	2	17*	54*	-3	14	9	-1.8	32*	9
Cn1nnnc1SCC(=O)Nc1ccccc1Cl	-3	-3	-4	-2	-2	10	-2	-0.1	12	0
CCCc1ccc2oc(C(=O)N3CCN(CCC(N)=O)CC3)c(C)c2c1	-8	-2	-2	5	-3	-9	0	-0.3	0	1

Single values from above.
Entry for COc1ccc(C(=O)N(C)CC2CCN(CCc3cccc(C(F)(F)F)c3)CC2)cc1C in MBD2 inh: 4
Entry for COc1ccc(CNS(=O)(=O)c2ccc(-c3cc(C)no3)cc2)cc1 in rCAG RNA binder: 0

(listing goes on)
SMILES	rCAG RNA binder	MBD2 inh	LEDGF integ inh	HTRA1 inhibitor	NR1D1 modulator	mABHD4 FP	PRMT1 inh	PG9 Ab binder	TCR CD3 inh	UHRF1 binding
COc1ccc(CCN2CC(C(=O)NCCN3CCCC3=O)CCC2=O)cc1 (stereo not drawn)	-2	-2	6	5	9	0	-3	-0.3	1	-2
CCN(CC)C(=O)Cn1cc(C(=O)C(=O)NCCc2ccccc2)c2ccccc21	-4	2	3	-1	-4	-1	4	-0.6	-6	-1
Cc1cccc(NCc2nc3ccccc3n2C)c1	-1	-4	2	4	-7	2	-1	-1.6	-3	-7
COc1ccc(NC(C)=O)c2nc(C)c(C)nc12	1	0	1	-1	-3	-4	-1	-3.1	0	-1
CC(NCc1ccc2c(c1)OCO2)c1ccccc1 (stereo not drawn)	1	0	3	5	-2	-2	-2	-3.0	0	0
CC(=N/O)/C(=N\O)c1ccc(C)o1	3	-5	0	-1	-2	2	-2	1.0	4	3
Cc1ccc(/C=C2\SC(=S)N(CC(=O)Nc3ncc(Cc4ccccc4Cl)s3)C2=O)cc1	11	1	-3	·	2	0	1	-2.8	8	-2
O=C(CS(=O)(=O)Cc1ccccc1)Nc1nnc(C(F)(F)F)s1	14	0	1	-3	-2	1	3	-2.6	-4	0
O=C(O)c1ccc(N/N=C/c2cn(Cc3ccccc3F)c3ccccc23)cc1	78*	2	4	5	-5	46*	18	-1.3	1	1
